ELG1 repair inh: blocks ELG1-dependent DNA repair in HEK293T cells; AID 504467; HEK293T ELG1-luciferase reporter, luminescence, 16 h; DNA damage induced by 5-fluorouridine; 330,000 tested, 2.3% active; Potency, µM (doses to about 46.1 µM), inactives show at the highest dose activity change, negative = inhibition, actives largely listed as inhibitors; further: potency means the concentration at half of the fitted maximal effect; on the % scale 0 is the no-effect control and ±100 the full control effect; nearly all actives have a fitted effect of over 55% in size
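Reporter activity after DNA damage by 5-fluorouridine is monitored. Compound-treated cells incubate 16 hr at 37 °C, then ONE-Glo is added for 30 min before luminescence reading.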
PTAP TSG101 blk: blocks PTAP/TSG101 interaction to inhibit HIV-1 budding; Potency, µM (top dose mostly 115 µM), without a hit: at the highest dose activity change, negative = inhibition, most hits filed as inhibitors; Q99816; Fluorescence polarization, FITC-PTAP peptide / Tsg101 binding; 340,000 tested, under 10 active; active means well fitted inhibition curve with a large enough effect in the main read-out, with a control signal flat, not every such curve was filed as active; inconclusive means small, poorly fitted or top-dose-only effect, or effect the other way, or a change in a side signal; inactive means no such curve, though single readings can be large or run the other way; further: potency means the concentration at half of the fitted maximal effect; % of control where 0% means no effect
Target sequence (Q99816 whole entry, looked up): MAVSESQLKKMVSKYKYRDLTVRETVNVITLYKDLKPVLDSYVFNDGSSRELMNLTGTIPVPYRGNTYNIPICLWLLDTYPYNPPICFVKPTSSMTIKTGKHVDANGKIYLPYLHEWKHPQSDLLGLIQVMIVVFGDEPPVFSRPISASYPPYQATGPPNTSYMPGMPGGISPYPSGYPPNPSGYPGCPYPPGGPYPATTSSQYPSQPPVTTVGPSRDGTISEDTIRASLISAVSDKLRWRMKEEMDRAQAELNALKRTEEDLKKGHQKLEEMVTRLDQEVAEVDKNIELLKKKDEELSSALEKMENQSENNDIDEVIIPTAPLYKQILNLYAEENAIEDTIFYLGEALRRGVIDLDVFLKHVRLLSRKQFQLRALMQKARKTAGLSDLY
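Compounds were pin-transferred onto Tsg101 binding domain (10 uM final) in HEPES pH 7.5 buffer, then FITC-PTAP peptide was added at 50 nM final. After 20 min at RT, polarization reported peptide displacement across a qHTS concentration series.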
BCR signal inh: inhibitors of chronic active B-cell receptor signaling | 340,000 tested, 0.05% active | Potency, µM (doses to about 46.1 µM), without a hit: at the highest dose ratio change, negative = lower green/red ratio, most hits filed as inhibitors | ABC-DLBCL IkBa-CBG/CBR reporter, luminescence ratio, 4 h; active means well fitted inhibition curve with a large enough effect in the signal ratio, with a control signal flat, not every such curve was filed as active; inconclusive means small, poorly fitted or top-dose-only effect, or effect the other way, or a change in a side signal; the % refers to the signal ratio;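 further: potency means the concentration at half of the fitted maximal effect; plate controls were basal doxycycline-induced cells for no effect and cells given 10 µM MG132 for full effect; MG132 reads +100%, hits lower the ratio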
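Cell line TMD8 (human ABC DLBCL), stably expressing tet-inducible CBG68-IkBa fusion and CBR; IMDM/0.5% FBS; cpd up to 46 uM; dox induction, 4 h, 37C/5% CO2; dual luminescence; green/red ratio; MG132 control.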
a7 integrin act: integrin-mediated muscular dystrophy alleviation activation; alpha7betagal myoblasts, beta-gal FDG fluorescence, 48 h; Potency, µM (doses to about 38.3 µM), for inactives: at the top dose activation, most hits filed as activators; 350,000 tested, 0.064% active; AID 624291;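 further: potency means the concentration at half of the fitted maximal effect; 100% = response of the positive control SU9516; nearly all actives have a fitted effect of over 60% in size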
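alpha7betagal+/- myoblasts (passage 13, 250/well) treated 48 h at 37C with compounds at 1:260 dilution of DMSO stock. Lysed, then beta-galactosidase activity read as FDG fluorescence (ex 480/em 540) after 30 min, with pre-read for autofluorescence.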
Tb PFK block: T. brucei PFK enzyme inhibition | O15648 | T. brucei PFK, ADP-Glo luminescence | Potency, µM (highest dose often 57.5 µM), for inactives: at the top dose activity, negative = inhibition, actives largely listed as inhibitors | 330,000 tested, 0.17% active;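 further: potency means the concentration at half of the fitted maximal effect; 0% = uninhibited 1x PFK enzyme wells and -100% = no-enzyme wells; nearly all actives have a fitted effect of over 60% in size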
Target sequence (O15648 whole entry, looked up): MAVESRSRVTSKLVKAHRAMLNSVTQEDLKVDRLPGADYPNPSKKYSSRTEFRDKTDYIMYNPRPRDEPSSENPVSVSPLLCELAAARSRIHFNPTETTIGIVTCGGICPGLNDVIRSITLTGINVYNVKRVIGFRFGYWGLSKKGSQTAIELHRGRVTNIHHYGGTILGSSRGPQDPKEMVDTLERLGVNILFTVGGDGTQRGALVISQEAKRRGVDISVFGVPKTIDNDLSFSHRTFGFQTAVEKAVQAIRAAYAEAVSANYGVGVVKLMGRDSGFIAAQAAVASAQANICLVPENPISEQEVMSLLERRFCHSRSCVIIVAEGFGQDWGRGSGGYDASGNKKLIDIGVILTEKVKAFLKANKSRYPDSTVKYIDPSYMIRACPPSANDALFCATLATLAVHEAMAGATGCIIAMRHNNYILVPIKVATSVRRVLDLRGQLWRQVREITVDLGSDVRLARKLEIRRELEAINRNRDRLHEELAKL
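PFK 1.25 nM, F6P 0.5 mM, ATP 0.1 mM, 0.1 M TEA pH 8.0, 5 mM MgCl2, 0.01% Tween20, 0.1% BSA; 45 min RT. ADP-Glo readout. qHTS titration up to 57 uM; curves fitted, compounds curve-classed.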
TCR activator: activates T cell receptor signaling. 330,000 tested, under 10 active. primary human leukocytes, anti-CD3, IL-2 HTRF, 48 h. Potency, µM (titrated, usually from 9.22 µM), inactives show at the highest dose activation of IL-2 secretion, usual class: activators; further: % of control where 0% means no effect
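TCR engagement came from a-CD3 beads alone, with compounds added to primary human leukocytes for 48 hr. Secreted IL-2 bridged europium cryptate- and d2-labelled anti-IL-2 antibodies, giving FRET emission at 665nm after 320nm excitation.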
Mito fusion act: inhibitors of mitochondrial division or activators of mitochondrial fusion. S. cerevisiae fusion-defective mutant growth rescue, CellTiterGlo 48 h. Potency, µM (highest dose often 46.1 µM), inactives show at the top dose growth rescue (activation), actives largely listed as activators. 320,000 tested, 0.23% active. AID 485298;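 further: potency means the concentration at half of the fitted maximal effect; % of control where 0% means no effect; nearly all actives have a fitted effect of over 45% in size; temperature-sensitive fusion mutants such as fzo1-1 at 37 °C on non-fermentable ethanol glycerol medium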
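S. cerevisiae fusion-defective temperature-sensitive mutants (e.g. fzo1-1, mgm1-5) grown 48 h at 37C in YPEG (ethanol/glycerol non-fermentable) medium with 23 nl compound per well; growth rescue read as CellTiterGlo luminescence.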
TSHR antagonist: antagonists of human thyroid stimulating hormone receptor. P16473. TSHR-expressing cells, TSH-stimulated cAMP HTRF, 2 h; active compounds read low. activity change, negative = inhibition, % at 11.5 µM. 330,000 tested, 0.2% active;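 active means activity change below a set negative limit, meaning inhibition stronger than a set level, cut at about -70% in these data; inconclusive means activity change between two set negative limits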; further: on the % scale 0 is the no-effect control and ±100 the full control effect
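Read-out is FRET at 665 nm (cryptate excitation 337 nm) from a cryptate-tagged anti-cAMP antibody, competed by cell cAMP against cAMP-d2. Compounds are tested on freshly harvested TSHR cells challenged with 4nM TSH (EC80) for 2 hours at 37 deg C.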
A-T KAP1 phos: candidate therapy for ataxia-telangiectasia | 320,000 tested, 0.19% active | […] A-T fibroblasts, KAP-1 phosphorylation AlphaLISA; neocarzinostatin DNA damage 30 min before lysis | Potency, µM (doses to about 57.5 µM), for the others: at the top dose activation, hits mostly activators; further: potency means the concentration at half of the fitted maximal effect; % of control where 0% means no effect; nearly all actives have a fitted effect of over 45% in size
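hTERT-immortalized A-T patient fibroblasts ([…]), 500 cells/well in OPTI-MEM, 1% FBS, got compounds for 60 min, then NCS for 30 min at 37C. Lysates were then assayed for phospho-KAP-1 by AlphaLISA (anti-pKAP1 donor, anti-KAP1 acceptor beads), 6 hr at 25C.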
ASM inhibitor: human S-ASM enzyme inhibition; P17405; placental ASM, HMU-PC fluorogenic substrate, 60 min; Potency, µM (titrated, usually from 57.5 µM), inactives show top-dose activity change, negative = inhibition, hits mostly inhibitors; 340,000 tested, 0.006% active; AID 504937; further: potency means the concentration at half of the fitted maximal effect
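HMU-PC0 cleavage (9 uM final) by human placental ASM, 60 min at 37 °C following 10 min compound exposure at RT; stopped at pH 10, fluorescence Ex 386/Em 447 nm.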
Eya2 inh: blocks the phosphatase activity of human Eya2; O00167; recombinant Eya2, OMFP fluorescence dephosphorylation (OMFP is methylfluorescein phosphate); Potency, µM (top dose mostly 76.9 µM), for inactives: at the highest dose activity, negative = inhibition, actives largely listed as inhibitors; 330,000 tested, 0.006% active; AID 488837; further: potency means the concentration at half of the fitted maximal effect; on the % scale 0 is the no-effect control and ±100 the full control effect
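Eya2 (0.2 uM) preincubated 10 min at ambient with compound, then OMFP substrate added at 50 uM; 10 min reaction in 50 mM HEPES pH 7.5, 50 mM NaCl, 5 uM MgCl2, 0.05% BSA, 1 mM DTT. Fluorescence read at Ex 485/Em 525 nm.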
An asterisk follows results filed as active; ? = inconclusive; / = no result given; & = joins results of further samples; [ ] = remark or other dose. Unless noted, the call rests on the fitted dose curve; in most records, active means well fitted curve in the direction sought with a large enough effect; inconclusive means small, poorly fitted or top-dose-only effect, or another doubt; inactive means no such curve, though single readings can be large; an effect the other way counts as inactive or inconclusive.

SMILES | ELG1 repair inh | PTAP TSG101 blk | BCR signal inh | a7 integrin act | Tb PFK block | TCR activator | Mito fusion act | TSHR antagonist | A-T KAP1 phos | ASM inhibitor | Eya2 inh
Cc1cc(-c2ccc(Cl)cc2)n2nc(N)nc2n1 | ? | 1% | 2% | 5% | 15% | -6% | 0% | 3 | 1% | 26% | 4%
Nc1[nH]nc2nc(N3CCOCC3)nc(-c3ccccc3)c12 | ? | -5% | ? | 7% | -1% | / | -3% | -1 | -7% | 0% | 12%
C/C(=N\NC(=O)CNc1cccc2ccccc12)c1ccc(Br)s1 | 7% | 2% | 3% | ? | 7% | 5% | -2% | -10 | -6% | 0% | -2%
Cc1ccc(-n2c(-c3c(-c4ccccc4)noc3C)n[nH]c2=S)cc1 | -8% | -12% | ? | 15% | 1% | -8% | 0% | 7 | -5% | -1% | 11%
Cc1cccc(/C=C2\CCC(C3CCCC3)C2=O)c1 (centres undefined) | ? | 0% | 8% | 14% | 0% | -13%[46.1 µM] | 7% | -7 | 3% | -2% | 2%
O=C(CN1CCCCC1)NC(=O)NCc1ccccc1 | 11% | -1% | -6% | 6% | 0% | 9%[46.1 µM] | 7% | 28 | 9% | 8% | 3%
CSCCC1NC(=O)N(CC(=O)Nc2cccc(S(=O)(=O)N3CCCCCC3)c2)C1=O (centres undefined) | ? | -5% | -1% | -12% | -1% | 2% | / | 1 | 4% | -4% | -13%
CCC(C)Sc1cccc(-c2nc3cnccn3c2NC2CCCCC2)c1 (centres undefined) | ? | / | ? | -35% | 11% | -6% | / | -36 | ? | / | -12%
CCOc1cccc2cc(C(=O)NCc3ccc(C)cc3)c(=N)oc12 | 5% | -3% | 2% | 7% | 3% | -32% | -2% | 26 | 6% | -12% | 0%
CCOc1ccc(C(=O)NCC(=O)OC2CCOC2=O)cc1OCC (centres undefined) | 3% | 0% | 5% | 5% | 3% | 4% | -1% | -4 | -3% | 4% | -4%
CCOc1ccc(OCC)c(C2C(C#N)=C(N)N(c3cccnc3)C3=C2C(=O)CC(C)(C)C3)c1 (centres undefined) | -4% | -2% | 2% | 11% | 1% | -1% | 0% | 21 | 4% | 3% | -15%
COCCNC(=O)CCSCc1ccccc1F | 9% | -4% | 13% | -2% | 0% | 1% | 2% | -13 | 1% | 2% | -11%
COC(=O)[C@]1(C)CCC[C@@]2(C)C3CC[C@@]4(C)C[C@]3(CCC21)CC4=NO (some centres undefined) | ? | / | 11% | -15% | 4% | -1% | 13% | -16 | -3% | -5% | -30%
CCOc1cc(/C=N\Nc2ccc([N+](=O)[O-])cc2)ccc1OCC(=O)Nc1ccc(C)c(C)c1 | ? | ? | 5% | -12% | -1% | 5% | -7% | -2 | 0% | -1% | -4%
CC(C)(C)C(=O)NNC(=O)c1ccc(Oc2cc(Cl)cc(Cl)c2)o1 | -18% | -4% | -1% | 0% | 3% | 4% | 2% | -6 | 5% | 2% | -12%
Cc1cccc(C(=O)N2CCC(n3nnc4cc(F)ccc43)CC2)c1 | 2% | -4% | 14% | 1% | -2% | -2% | 3% | 2 | -2% | 0% | -2%
CC1CCCC(NC(=O)COC(=O)c2c[nH]c(=O)[nH]c2=O)C1C (centres undefined) | 8% | -3% | -7% | 8% | -6% | -2% | -5% | 5 | -2% | 5% | 12%
Cc1ccc(S(=O)(=O)N2CCN(CCOc3cccc(C)c3)CC2)cc1 | -14% | -2% | 2% | -21% | 0% | -2% | 16% | -15 | 6% | -1% | -1%
O=C(NC1CCCCCC1)c1ccc(-n2cnnc2)cc1 | ? | 0% | ? | 4% | -21% | -9% | 0% | 7 | 0% | 4% | 4%
COc1ccc(/C=C/C(=O)NC(=S)Nc2ccc(N3CCN(C(C)=O)CC3)cc2)cc1 | 0% | 0% | -11% | 5% | -1% | -2% | -2% | -2 | -1% | -1% | -14%
Cn1nc(C(=O)Nc2cccc(C(F)(F)F)c2)c2ccccc2c1=O | ? | -3% | -1% | -1% | 4% | -2% | 5% | 3 | -2% | -25% | -2%
COc1ccc(C)cc1NC(=O)C1CCN(S(C)(=O)=O)CC1 | -4% | -2% | -1% | -17% | 2% | 0% | 2% | 7 | 4% | 4% | 3%
CCCC1=C(C(=O)OCC)C(c2ccc(OC)c(C)c2OC)C(C#N)=C(N)O1 (centres undefined) | 0% | 3% | -1% | 0% | -5% | 2% | -3% | 2 | -7% | 11% | -1%
CCCS(=O)(=O)c1nc(S(=O)(=O)c2ccc(C)cc2)c(N2CCC(C(N)=O)CC2)s1 | 2% | -3% | -5% | ? | -2% | -5% | 0% | 0 | 7% | -3% | 2%
COc1ccc(NC(=O)Nc2c(C)n(-c3ccccc3)c(=O)n2C)cc1OC | 1% | -1% | 0% | 5% | -1% | -11% | 1% | 6 | -3% | 4% | -1%

Continuation.
SMILES | ELG1 repair inh | PTAP TSG101 blk | BCR signal inh | a7 integrin act | Tb PFK block | TCR activator | Mito fusion act | TSHR antagonist | A-T KAP1 phos | ASM inhibitor | Eya2 inh
CC1(C)Cc2ccccc2C(c2cc3ccccc3oc2=O)=N1 | -20% | -1% | -11% | -48%[inhibitor] | -1% | 1%[46.1 µM] | 3% | -7 | 4% | 4% | -1%
Cc1cc(NC(=O)NC(=O)c2ccccc2)no1 | ? | -2% | ? | 0% | 3% | -3% | 0% | -8 | 0% | 2% | 5%
CN(C)CC(C)(C)CNS(=O)(=O)c1ccc(Cl)c(Cl)c1 | 7%&19% | 0%&-5% | ? | 10%&-6% | 0%&5% | 5%&-2% | -3%&-4% | -1&19 | 7%&-8% | 0%&6% | ?
O=C(CCNC(=O)c1ccc(Br)cc1)Nc1ccccc1N1CCCC1 | 0% | -1% | 2% | 0% | 4% | -4% | 2% | -1 | -2% | / | -17%
O=C(Cn1nnc2c(cnn2-c2ccc(F)cc2)c1=O)OC1CCCCC1 | ? | -5% | -4% | -21% | 1% | 4% | 4% | -24 | 2% | -7% | -5%
Cc1ccc2nc(Nc3ccccc3)c(/C=N/O)c(=O)n2c1 | ? | -6% | ? | 19% | 0% | -3%[46.1 µM] | ? | -14 | 7% | -14% | -27%
CC1(C(=O)Nc2nnc(C(C)(C)C)s2)Cc2ccccc2C(=O)O1 (centres undefined) | 13% | -5% | ? | 27% | -4% | 4% | 6% | 2 | 0% | 0% | -16%
COc1cccc(NC(=O)NC2CCCc3ccccc32)c1 (centres undefined) | -3% | 0% | -19% | -27% | 6% | 2% | -3% | 12 | 5% | 1% | -9%
CCN(CC)CCCNC(=O)CN1N=C(c2ccc(OC)cc2)CCC1=O | 0% | 0% | ? | 10% | 3% | 3% | 8% | 4 | 6% | 4% | 0%
CCOC(=O)c1sc2nc3c(SCCC(=O)O)cc(C(=O)c4cc(OC)ccc4O)cn3c(=O)c2c1C | -7% | -5% | ? | -27% | -1% | -5% | ? | -14 | 2% | 0% | -6%
Cc1cccc(-n2nnnc2-c2cnccc2C(F)(F)F)c1C | -4% | 1% | 4% | 2% | 0% | 4% | 2% | -12 | -1% | 3% | 5%
NC(=O)Nn1c(CCC(=O)O)ccc1-c1ccc(Br)cc1 | 9% | 0% | ? | 1% | -4% | -1% | -1% | 0 | -2% | 36%[activator] | -2%
Cc1ccn(CCC(=O)N2CCCC(CCC(=O)NCc3ccc(F)c(F)c3)C2)n1 (centres undefined) | 6% | -4% | 0% | -30% | -8% | -3% | -4% | 15 | -4% | 0% | 8%
CCOc1ccc(N(CC(=O)NCc2ccccc2Cl)S(=O)(=O)c2c(C)[nH]c(=O)[nH]c2=O)cc1 | 0% | -6% | 8% | 24% | 12% | 0% | 0% | 3 | -5% | 2% | -17%
CCN(CC)S(=O)(=O)c1cc(C(=O)Nc2cc(C)on2)ccc1Cl | 16µM* | -2% | -3% | -20% | -6% | -6% | -2% | 0 | -17% | 0% | -10%

Screening data (PubChem)
